GLP1R inv ag – inverse agonists of human GLP-1 receptor. P43220. AID 624417. HEK293 GLP-1R CRE-luciferase, luminescence, 24 h; GLP-1R form is constitutively active. Potency, µM (highest dose often 38.3 µM), inactives show at the highest dose activity change, negative = inhibition, hits mostly inhibitors. actives 1.6% (n = 410,000); note: potency is the fitted concentration of half-maximal effect; % is set by controls: 0 for no effect and ±100 for the full control effect; nearly all actives have a fitted effect of over 55% in size
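Inverse agonists were sought by their lowering of basal cAMP reporter luciferase output in HEK293 cells stably carrying constitutively active human GLP-1R, after 24 h compound treatment.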
IL-2 act – activators of IL-2; actives 0.065% (n = 360,000); IL-2 activation reporter assay, cell-based qHTS; stimulated with anti-CD3/CD4/CD28 beads; in transgenic mouse T cells; activation, % (series mostly up to about 46 µM); in the data active = activation above about 50%; inconclusive = mostly about 30% to 49%; note: 0% is about no effect
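Using fluorescent plate cytometry, EGFP and DsRed are detected in transgenic mouse T cells stimulated 18 h at 37 degrees C with antibody-coated beads after 60 min compound pretreatment.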
PLK1 PBD block – blocks phosphopeptide binding to human PLK1 polo-box domain. P53350. Plk1 PBD binding of FITC phosphopeptide, fluorescence polarization. Potency, µM, for inactives: max response, negative = inhibition, most hits filed as inhibitors. actives 2.8% (n = 360,000); note: potency is the fitted concentration of half-maximal effect; series mostly up to about 57 µM; % is set by controls: 0 for no effect and ±100 for the full control effect; nearly all actives have a fitted effect of over 65% in size
Target sequence (P53350 whole entry, looked up, the tested form may be a part): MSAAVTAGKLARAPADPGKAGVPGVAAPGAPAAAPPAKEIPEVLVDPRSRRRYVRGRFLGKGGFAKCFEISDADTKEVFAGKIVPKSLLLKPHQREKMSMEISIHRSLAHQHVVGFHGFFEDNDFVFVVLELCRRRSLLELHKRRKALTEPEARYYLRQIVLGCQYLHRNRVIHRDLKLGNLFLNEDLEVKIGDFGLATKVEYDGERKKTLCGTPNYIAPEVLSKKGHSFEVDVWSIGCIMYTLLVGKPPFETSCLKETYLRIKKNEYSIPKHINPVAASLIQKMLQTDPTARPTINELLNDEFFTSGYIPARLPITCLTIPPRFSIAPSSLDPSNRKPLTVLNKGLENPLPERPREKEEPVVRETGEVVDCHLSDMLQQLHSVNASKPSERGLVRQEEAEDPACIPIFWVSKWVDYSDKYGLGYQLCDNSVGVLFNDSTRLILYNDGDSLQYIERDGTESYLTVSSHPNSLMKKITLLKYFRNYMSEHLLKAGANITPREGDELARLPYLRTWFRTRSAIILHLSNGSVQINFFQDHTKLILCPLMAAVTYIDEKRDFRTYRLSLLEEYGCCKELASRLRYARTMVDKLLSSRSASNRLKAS
PI5P4Ka inh – inhibitors of human PI5P4K alpha; P48426; PI5P4Kalpha enzyme, ADP-Glo luminescence, 60 min; stronger effect = lower value; max response, %; actives 1.2% (n = 330,000); AID 652105; active = max response of -50% or lower; inconclusive = between -30% and -50%; inactive = -30% or higher; note: value at the top dose of about 77 µM; % is set by controls: 0 for no effect and ±100 for the full control effect
Target sequence (P48426 whole entry, looked up): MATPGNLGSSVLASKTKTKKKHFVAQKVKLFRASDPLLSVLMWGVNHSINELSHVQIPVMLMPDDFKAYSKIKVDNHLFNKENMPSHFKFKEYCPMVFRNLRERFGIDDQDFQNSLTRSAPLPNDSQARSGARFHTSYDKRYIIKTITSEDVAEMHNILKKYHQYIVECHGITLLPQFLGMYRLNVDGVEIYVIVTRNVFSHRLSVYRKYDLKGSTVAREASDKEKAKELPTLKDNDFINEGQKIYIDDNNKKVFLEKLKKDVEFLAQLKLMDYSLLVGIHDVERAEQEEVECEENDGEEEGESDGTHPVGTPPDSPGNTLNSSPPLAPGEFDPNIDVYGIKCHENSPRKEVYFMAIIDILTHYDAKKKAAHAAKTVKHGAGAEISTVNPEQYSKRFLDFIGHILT
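qHTS, 1536-well: enzyme/substrate mix, compound by pin tool, 5 microM ATP final; RT 60 min; ADP-Glo reagents 1 (45 min) then 2 (30 min); luminescence.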
GLP1R ag – activates the human GLP-1 receptor. P43220. HEK293 GLP-1R CRE-luciferase, luminescence, 4-6 h; cells express a hypersensitive GLP-1R form. Potency, µM (top dose mostly 45.6 µM), for inactives: top-dose activation, hits mostly activators. actives 0.007% (n = 380,000); note: potency is the fitted concentration of half-maximal effect; % of control where 0% means no effect
GLP1R cytotox – cytotoxicity in counter-screen for GLP-1R inverse agonists. HEK293 cAMP-luciferase reporter cells, luminescence, 24 h. actives 0.13% (n = 410,000). Potency, µM (doses to about 38.3 µM), without a hit: top-dose activity change, negative = inhibition, hits mostly inhibitors. AID 624418;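 note: loss of luciferase light is scored as toxicity; potency is the fitted concentration of half-maximal effect; % is set by controls: 0 for no effect and ±100 for the full control effect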
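Cells in DMEM/10% Nu serum/1% pen-strep, 1536-well format. Pre-incubated 12 h, dosed with 23 nL compound, incubated a further 24 h. Luciferase detection, 12 min at room temp, luminescence.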
WRN helicase inh – blocks human WRN helicase; WRN helicase unwinding, fluorescent forked duplex, kinetic; Potency, µM (doses to about 114 µM), for the others: at the highest dose activity change, negative = inhibition, usual class: inhibitors; actives 0.46% (n = 360,000); note: potency is the fitted concentration of half-maximal effect; % is set by controls: 0 for no effect and ±100 for the full control effect; nearly all actives have a fitted effect of over 55% in size
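Primary qHTS, 1536-well format. 20 nM WRN + compound, 15 min RT; start with 100 nM forked fluorophore/quencher duplex, 2 mM ATP (final); kinetic read ex 525/em 598 nm.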
DRD3 agonist – agonists of human D3 dopamine receptor. D3R DiscoveRx beta-arrestin cells, luminescence, 90 min. max activation, %. actives 0.58% (n = 410,000). AID 652048; in the data active = max activation above about 30%; note: 0% is about no effect; mostly tested at two doses, the higher about 12 µM
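Agonist-mode cell screen: cells plated at 1500/well and incubated overnight at 37 °C, then exposed to library compounds for 90 min at 37 °C. Detection reagent was added for 30–60 min at room temperature, and luminescence was read.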
D3 antag – antagonists of human D3 dopamine receptor; P35462; D3R cells, DiscoveRx beta-arrestin luminescence, antagonist mode; stronger effect = lower value; max response, negative = inhibition, %; actives 2.5% (n = 360,000); in the data active = max response below about -50%; inconclusive = no clear call, values can overlap the other calls; note: % is set by controls: 0 for no effect and ±100 for the full control effect; mostly tested at two doses, the higher about 12 µM
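Cells plated overnight at 1500 cells/well, then exposed to library compounds with dopamine controls for 90 minutes at 37 degrees C. DiscoveRx reagent added for 30–60 minutes at room temperature; luminescence read, quantitative HTS format.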
* hit, by the source's call; u = inconclusive; x = not tested or not shown; [ ] = dose if it differs, or a comment. Unless noted, calls come from the whole dose curve; as a rule, active = well fitted curve in the direction sought with a large enough effect; inconclusive = small, poorly fitted or top-dose-only effect, or another doubt; inactive = no such curve, though single readings can be large; an effect the other way counts as inactive or inconclusive. The order is random. Share with any hit: about 7.8%.

SMILES	GLP1R inv ag	IL-2 act	PLK1 PBD block	PI5P4Ka inh	GLP1R ag	GLP1R cytotox	WRN helicase inh	DRD3 agonist	D3 antag
Cc1ccc(C(=O)NC2CCCCCCC2)cc1S(=O)(=O)N1CCOCC1	u	0.1	-7%	8	15%	6%	-14%	7	75
N#C/C(=C/c1ccc2c(c1)OCO2)C(=O)NCCc1c[nH]c2ccccc12	0%	0.8	-1%	x	-20%	-11%	-18%	3	-7
Cc1cnc(C(=O)NC(Cc2ccccc2)c2ccccc2)cn1 (centres undefined)	u	1.8	-5%	-5	10%	3%	-4%	5	2
CC(C)n1nc(C(=O)Oc2ccc(Cl)cc2)c2ccccc2c1=O	-17%	-2.5	-12%	0	-16%	7%	-23%	1	52
O=C(Cn1cccn1)N1CCCC(Nc2ccc(F)c(F)c2)C1 (centres undefined)	11%	-0.8	3%	2	-4%	-3%	-12%	11	7
COc1ccc(NC(=S)N/N=C/c2cccn2Cc2ccccc2F)cc1	-13%	-0.9	3%	-1	6%	u	1%	3	4
C=CCNC(=O)c1onc(CSc2cccc(Cl)c2)c1C(=O)O	u	1.3	-1%	u	-5%	0%	2%	6	5
CC(C)n1c(SCC(=O)N2CCCCC2)nc2c1c(=O)n(C)c(=O)n2C	12%	-0.4	4%	-1	8%	-3%	-1%[57.1 µM]	7	13
O=C(O)CCC(=O)NNc1ccccc1[N+](=O)[O-]	13%	-2.6	-1%	2	-7%	0%	-3%	3	21
Cc1ccc2[nH]c(=O)c(CN(Cc3cccs3)C(=S)NCc3ccco3)cc2c1	u	-0.6	-15%	10	2%	10%	-13%	-5	-9
CC(=O)Nc1cccc(C(=O)NCC2(N3CCCCC3)CCCCC2)c1	13%	-2.0	-3%	0	5%	10%	4%	1	8
COc1ccccc1N1CCN(CCCCOc2c(OC)cccc2OC)CC1	-19%	0.9	2%	-1	5%	-1%	9%	-16	-108*
Cc1ccc(NC(=O)CC2NCCN(Cc3ccccc3)C2=O)cc1 (centres undefined)	-4%	-0.4	1%	10	8%	-6%	-28%	-15	-13
Cc1ccc(C)c(CN2C(=O)c3ccccc3S(=O)(=O)c3ccc(C(=O)Nc4cc(F)ccc4F)cc32)c1	-26%	x	x	x	0%	-9%	x	2	x
O=C(N1CCOCC1)N(Cc1ccco1)CC1CCCO1 (centres undefined)	0%	-3.2	-1%	-5	-7%	-3%	-14%[57.1 µM]	-4	13
COc1cc(C(=O)OCC(=O)N(CC(C)C)C2CCS(=O)(=O)C2)cc(OC)c1C (centres undefined)	9%	2.0	0%	-14	-7%	-11%	-1%	0	8
COC(=O)CCC/C=C1/SCC(NC(=O)c2ccccc2)/C1=N/O (centres undefined)	-18%	-3.6	-7%	-16	7%	-24%	-10%	-5	11
COc1ccc(NS(=O)(=O)c2ccc(-c3coc(C)n3)cc2)cc1	u	-1.4	-9%	3	-4%	1%	-11%	3	-7
C#CC1(NC(=O)NC(C)C)CCCCC1	20%	-4.4	1%	1	1%	7%	8%	-3	-13
CCCCn1nc2cc(C(=O)NCc3ccc(OC)cc3)ccc2c1OCC	-22%	-1.4	-6%	-4	11%	0%	7%	0	6
COc1cc(C#N)c(NS(=O)(=O)c2ccc3[nH]c(=O)sc3c2)cc1OC	-10%	-3.0	-20%	3	0%	-10%	1%	3	-7
O=C(NC1CCSC1=O)c1cccc(Cl)c1 (centres undefined)	10%	0.7	-5%	3	6%	3%	-1%	9	-2
CCCCCCC(=O)NNC(=O)c1c(O)c2ccccc2n(CC)c1=O	1%	-1.1	-15%	3	3%	1%	-5%	-7	1
O=C(CCNC(=O)C1CCN(S(=O)(=O)c2ccc(F)cc2)CC1)Nc1nccs1	7%	-1.8	-8%	-4	5%	-8%	-8%	2	-13
Cc1ccc(-c2cc(C(=O)NCc3ccco3)no2)cc1	10%	-2.8	-1%	x	1%	3%	-4%	-1	3

The final four entries of the part above come first, to join the parts:
SMILES	GLP1R inv ag	IL-2 act	PLK1 PBD block	PI5P4Ka inh	GLP1R ag	GLP1R cytotox	WRN helicase inh	DRD3 agonist	D3 antag
O=C(NC1CCSC1=O)c1cccc(Cl)c1 (centres undefined)	10%	0.7	-5%	3	6%	3%	-1%	9	-2
CCCCCCC(=O)NNC(=O)c1c(O)c2ccccc2n(CC)c1=O	1%	-1.1	-15%	3	3%	1%	-5%	-7	1
O=C(CCNC(=O)C1CCN(S(=O)(=O)c2ccc(F)cc2)CC1)Nc1nccs1	7%	-1.8	-8%	-4	5%	-8%	-8%	2	-13
Cc1ccc(-c2cc(C(=O)NCc3ccco3)no2)cc1	10%	-2.8	-1%	x	1%	3%	-4%	-1	3
O=C(C1=C(O)C(=O)N(CCN2CCOCC2)C1c1ccncc1)c1ccco1 (centres undefined)	2%	2.6	-7%	2	-11%	7%	1%	1	5
COC(=O)C(C)Sc1nc2c(cnn2-c2ccccc2)c(=O)[nH]1 (centres undefined)	0%	-2.1	-10%	0	5%	5%	-11%	-2	-10
Cc1c(Br)cccc1NC(=O)c1sccc1-n1cccc1	u	2.1	5%	5	0%	13%	-11%	2	-4
COC(=O)c1ccc2nc(-c3cccc(Br)c3)c(Cc3ccccc3OC)n2c1	16%	1.2	6%	1	6%	4%	-6%	-1	2
COc1ccc(OC)c(NC(=O)CSc2nc3[nH]c(=O)cc(O)c3s2)c1	27%	-0.7	-1%	u	-2%	2%	-8%	-4	-9
CCCCCC(=O)Nc1ccc(-c2cn3cccnc3n2)cc1	10%[7.66 µM]	0.3	1%	1	-1%	6%[7.66 µM]	-7%	3	7
Cc1c(C(=O)O/N=C(\N)c2ccccn2)cccc1[N+](=O)[O-]	u	-6.6	0%	-18	0%	u	-5%	-16	-16
CC1CCCC(NC(=O)COC(=O)[C@@H](NC(=O)c2ccco2)C(C)C)C1C (some centres undefined)	-8%	1.0	-1%	-3	13%	-2%	4%	4	9
CN(Cc1cccc(Cl)c1)C(=O)C1CSC2(C)CCC(=O)N12 (centres undefined)	0%	-0.2	2%	2	-19%	-3%	0%	5	0
CC(=O)N1CCC(Nc2ccc(C)cc2)CC1	-11%	-0.8	-13%	1	1%	-7%	-2%	-7	10
CCNc1nc(NCC)n2c(SCc3ccc(F)cc3)nnc2n1	10%	0.2	-12%	-1	7%	-1%	-21%	2	-12
Cc1cc(C)n(-c2ccc(NC(=O)C3CCCCN3Cc3cccc4c3OCO4)cc2)n1 (centres undefined)	u	-3.0	3%	8	7%	u	-24%	-6	-25
Cc1ccccc1S(=O)(=O)NC(=NCc1ccc(F)cc1)c1ccccc1	u	0.0	0%	3	-1%	0%	-13%	1	4
CCN1C(=S)SC(=O)C1=C1C=C(C)OC(C)=C1	9%	4.3	-20%	1	0%	-7%	3%	-12	-22
Oc1ccc(Cl)cc1C1=Nc2ccccc2N=C(c2ccco2)C1	0%	-3.0	7%	x	-2%	2%	-3%[57.1 µM]	2	-1
Cc1ccc(Nc2nnc(-c3ccc4c(c3)OCO4)o2)c(C)c1	10%	-1.0	21µM*	u	-7%	0%	3%	0	-8
Cc1nnc(NC(=O)C(C)Sc2nnc(-c3ccco3)n2C)s1 (centres undefined)	12%	0.7	-22%	-4	8%	-4%	4%[57.1 µM]	15	-6
CC(=O)Oc1cc2c(C(=O)NCc3ccncc3)c(C)oc2c2ccccc12	-1%	-0.3	-5%	-2	5%	-27%	-1%	-1	3
COc1ccc(C(=O)N(C)C2CCCCC2)cc1OC1CCN(C(C)C)CC1	-24%	-2.5	-6%	8	2%	14%	-23%	-2	-3
CC1CCN(S(=O)(=O)c2ccc3c(c2)N(CC(=O)NCc2ccccc2Cl)C(=O)CO3)CC1	-19%	x	x	x	1%	2%	x	-10	x
COc1ccc(-c2csc(NC(=O)CCCc3cccs3)n2)cc1	0%	0.7	2%	-3	-23%	-1%	-3%	3	-3
O=C(CCC(=O)N(CC(=O)NC1CCCC1)C1CCCCC1)Nc1ccccn1	9%	-3.4	1%	-8	3%	-3%	7%	0	-8
CC(C)(C)c1nn2cnnc2n(/N=C/c2ccccc2)c1=O	4%	0.0	-3%	2	-13%	0%	2%	-2	-9
CN(C)c1oc(COc2ccccc2F)nc1C#N	40%[activator]	-0.4	1%	1	5%	-7%	2%	-1	5
CCOc1ccc(N(CC(=O)N2CCN(c3ccccc3)CC2)S(=O)(=O)c2c(C)noc2C)cc1	u	-1.0	u	1	-2%	17%	-8%	4	8

Next part
SMILES	GLP1R inv ag	IL-2 act	PLK1 PBD block	PI5P4Ka inh	GLP1R ag	GLP1R cytotox	WRN helicase inh	DRD3 agonist	D3 antag
O=C1c2cccnc2C(Nc2ccc(Br)cc2)N1Cc1cccs1 (centres undefined)	12%	0.3	-29%	-4	0%	5%	-2%	-7	-20
O=C(Nc1cc(S(=O)(=O)N2CCCC2)ccc1OCC(F)(F)F)c1ccc(F)cc1	2%	1.7	3%	14	-2%	-3%	-17%	-5	6
Cc1ccc(S(=O)(=O)N2CCCCC2)cc1C(=O)Nc1cccnc1	-15%	0.9	-12%	-28	1%	-9%	-3%[11.6 µM]	-12	-14
COCCN(C(=O)COC(=O)c1cc(C)oc1C)c1c(N)n(Cc2ccccc2)c(=O)[nH]c1=O	4%	-0.3	-2%	2	-6%	10%	-4%	4	7
COc1ccc(N(CC(=O)O)S(=O)(=O)c2ccccc2[N+](=O)[O-])c(OC)c1	-3%	0.7	-3%	0	-5%	8%	2%	-5	-26
O=C(NCC(=O)N1CCC(Cc2ccccc2)CC1)c1ccc(Cl)cc1	u	-1.2	2%	-2	-1%	-15%	-8%	28	8
COc1ccc(-n2nc(C(=O)NCC(=O)N(C)Cc3ccccc3)c3ccccc3c2=O)cc1	-19%	-0.4	-4%	-8	21%	-2%	-3%	0	15
CCC(C(=O)NC(C)(C)C)N(C(=O)c1ccc(Cl)nc1)C1CCCC1 (centres undefined)	-2%	-0.7	-2%	0	-1%	-8%	4%	0	9
O=C(CNC(=O)c1cccc(-n2cnnn2)c1)Nc1ccc(F)c(F)c1	17%	1.6	-2%	-3	0%	-4%	5%	-20	u
CC(C)COc1ccc(C(=O)N/C(=C\c2cccc([N+](=O)[O-])c2)C(=O)OC(C)C)cc1	u	0.2	-5%	0	-18%	u	0%	0	-16
